Screening results as filed in PubChem BioAssay.
G9a block: inhibitors of human histone lysine methyltransferase G9a; AID 504332; 350,000 compounds, 8.8% hits; Q96KQ7; G9a H3K9 monomethylation, AlphaScreen, 2 h; Potency, µM (series often up to 102 µM), for the others: at the highest dose activity, negative = inhibition, hits mostly inhibitors; further: on the % scale 0 is the no-effect control and ±100 the full control effect; nearly all actives have a fitted effect of over 75% in size
Target sequence (Q96KQ7 913-1193 limits assumed): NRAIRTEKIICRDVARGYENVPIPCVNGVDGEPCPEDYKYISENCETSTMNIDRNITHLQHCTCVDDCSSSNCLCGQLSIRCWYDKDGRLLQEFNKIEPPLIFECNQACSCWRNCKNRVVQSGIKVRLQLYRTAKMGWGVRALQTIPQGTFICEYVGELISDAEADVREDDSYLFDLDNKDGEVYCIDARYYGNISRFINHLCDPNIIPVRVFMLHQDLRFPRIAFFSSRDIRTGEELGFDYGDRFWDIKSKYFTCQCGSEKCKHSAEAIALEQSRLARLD
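Using a bead-based AlphaScreen, monomethylated H3K9 product from 2 h room-temperature reactions (G9a 20 nM, peptide 500 nM, SAM 20 uM) was detected with 0.5 ug/mL rabbit anti-H3K9me1 antibody.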
BLM inh: Bloom syndrome helicase (human) inhibition; recombinant BLM DNA unwinding, fluorescence dequenching; AID 2528; Potency, µM (titrated, usually from 56.1 µM), inactives show top-dose activity change, negative = inhibition, actives largely listed as inhibitors; 350,000 compounds, 0.2% hits;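 further: plate controls were vehicle for no effect and no enzyme for full effect; nearly all actives have a fitted effect of over 35% in size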
JMJD2A Tudor: JMJD2A Tudor domain (human) inhibition; AlphaScreen JMJD2A-Tudor / H3K4me3 peptide binding; O75164; 390,000 compounds, 4.4% hits; Potency, µM (doses to about 114 µM), without a hit: at the top dose activity change, negative = inhibition, usual class: inhibitors; further: on the % scale 0 is the no-effect control and ±100 the full control effect; nearly all actives have a fitted effect of over 50% in size
Pin1 inhibitor: human Pin1 inhibition; Q13526; Pin1 FP peptide displacement, HiFluor488, 10 min; Potency, µM (titrated, usually from 115 µM), for inactives: at the top dose activity, negative = inhibition, usual class: inhibitors; 390,000 compounds, 0.009% hits; AID 504891; active means well fitted inhibition curve with a large enough effect in the polarisation, with a control signal flat, not every such curve was filed as active; inconclusive means small, poorly fitted or top-dose-only effect, or effect the other way, or a change in a side signal; inactive means no such curve, though single readings can be large or run the other way; the % refers to the polarisation; further: on the % scale 0 is the no-effect control and ±100 the full control effect
PGK inhibitor: T. brucei PGK inhibition; 380,000 compounds, 0.043% hits; AID 602233; Potency, µM (highest dose often 57.5 µM), without a hit: at the top dose activity change, negative = inhibition, usual class: inhibitors; PGK/GAPDH coupled, Kinase-Glo luminescence, 60 min; further: on the % scale 0 is the no-effect control and ±100 the full control effect; nearly all actives have a fitted effect of over 60% in size
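Luminescent ATP detection (Kinase-Glo Plus) follows a 60-minute room-temperature incubation, with wells lacking PGK as controls. Buffer: 100 mM TEA (pH 7.6), 5 mM MgCl2, 0.01% Tween-20. Coupling enzyme GAPDH (100 nM final) supplies unstable 1,3-BPG in-well.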
GLS inhibitor: blocks human kidney-isoform glutaminase activity; GLS enzymatic activity, qHTS titration; Potency, µM (highest dose often 45.5 µM), for the others: top-dose activity change, negative = inhibition, usual class: inhibitors; O94925; 410,000 compounds, 0.21% hits; further: on the % scale 0 is the no-effect control and ±100 the full control effect
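Coupled fluorescence readout: glutamate oxidase/HRP/Amplex Red detect glutamate formed by hKGA from L-glutamine (1 mM solution added). Buffer 45 mM KH2PO4 pH 8.2, 0.02% Tween-20; reads at t0 and 30 min RT.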
HP1b binding inh: blocks HP1-beta chromodomain binding to methylated histone tails | AlphaScreen HP1-beta / biotin-H3K9me3 peptide binding | Potency, µM (top dose mostly 114 µM), inactives show at the top dose activity change, negative = inhibition, hits mostly inhibitors | 390,000 compounds, 0.56% hits; further: nearly all actives have a fitted effect of over 70% in size; inactives centre near 23
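AlphaScreen: HP1-beta (50 nM) preformed 30 min with biotin-H3(1-18)K9me3 peptide (50 nM) in PBS pH 7.4, 0.01% Tween-20. Compound added for 30 min at RT, then streptavidin donor/nickel chelate acceptor beads (10 ug/mL) for 30 min.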
POLI inh: DNA polymerase iota (human) inhibition. Q9UNA4. Pol iota fluorescent replication assay, 10 min. Potency, µM (titrated, usually from 115 µM), without a hit: at the top dose activity, negative = inhibition, usual class: inhibitors. 390,000 compounds, 1% hits
Target sequence (Q9UNA4 whole entry, looked up): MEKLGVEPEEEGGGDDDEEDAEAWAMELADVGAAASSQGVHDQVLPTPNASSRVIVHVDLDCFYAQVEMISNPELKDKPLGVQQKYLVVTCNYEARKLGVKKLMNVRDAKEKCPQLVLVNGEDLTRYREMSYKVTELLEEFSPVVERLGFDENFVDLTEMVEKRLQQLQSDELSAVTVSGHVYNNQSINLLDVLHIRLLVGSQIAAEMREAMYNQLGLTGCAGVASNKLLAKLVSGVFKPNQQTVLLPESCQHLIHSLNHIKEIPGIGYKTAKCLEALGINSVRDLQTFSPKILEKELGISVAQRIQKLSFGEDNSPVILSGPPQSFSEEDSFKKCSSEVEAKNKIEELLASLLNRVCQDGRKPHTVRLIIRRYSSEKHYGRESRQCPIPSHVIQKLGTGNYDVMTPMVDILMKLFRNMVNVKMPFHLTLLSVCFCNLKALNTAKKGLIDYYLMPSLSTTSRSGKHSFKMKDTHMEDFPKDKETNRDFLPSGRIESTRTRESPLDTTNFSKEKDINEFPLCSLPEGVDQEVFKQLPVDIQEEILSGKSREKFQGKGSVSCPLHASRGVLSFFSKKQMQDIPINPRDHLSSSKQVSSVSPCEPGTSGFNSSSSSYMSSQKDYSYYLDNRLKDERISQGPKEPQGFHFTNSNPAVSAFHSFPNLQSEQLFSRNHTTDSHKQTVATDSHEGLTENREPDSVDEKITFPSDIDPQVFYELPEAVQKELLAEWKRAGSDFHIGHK
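Pol iota at 10 nM preincubated 15 min with compounds at room temperature; reaction started with fluorescent substrate, 50 nM final. Fluorescence read kinetically at 0 and 10 min; buffer-only wells as negative control.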
BAZ2B inh: blocks human BAZ2B; Q9UIF8; AlphaScreen BAZ2B-H3K14Ac peptide displacement; Potency, µM (top dose mostly 114 µM), without a hit: at the top dose activity change, negative = inhibition, hits mostly inhibitors; 360,000 compounds, 4.4% hits; AID 504333; further: on the % scale 0 is the no-effect control and ±100 the full control effect; nearly all actives have a fitted effect of over 60% in size
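AlphaScreen luminescence quantifies BAZ2B engagement of H3K14Ac peptide; the protein and biotinylated peptide are both at 50 nM final, buffer PBS pH 7.4 with 0.01% Tween-20, all steps at room temperature.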
The depositor's hits bear a star; i = inactive; ? = inconclusive; . = no result given; & = joins results of further samples; [ ] = remark or other dose. Unless noted, the call rests on the fitted dose curve; in most records, active means well fitted curve in the direction sought with a large enough effect; inconclusive means small, poorly fitted or top-dose-only effect, or another doubt; inactive means no such curve, though single readings can be large; an effect the other way counts as inactive or inconclusive. Potency means the concentration at half of the fitted maximal effect.

SMILES	G9a block	BLM inh	JMJD2A Tudor	Pin1 inhibitor	PGK inhibitor	GLS inhibitor	HP1b binding inh	POLI inh	BAZ2B inh
CC(C)CN(CC(C)C)S(=O)(=O)N1CCC(C(=O)NCc2ccccn2)CC1	2%[12.7 µM]	-1%	-20%	-7%	-1%	4%	37%[activator]	13%	-2%
COc1ccc(-c2nc3sc(CCNC(=O)c4ccccc4C)c(C)n3n2)cc1	?	-1%	-26%	-4%	-2%	-5%	10%	-6%	-3%
O=C(OCc1nnc(-c2ccccc2)o1)C12CC3CC(CC(Br)(C3)C1)C2	109%[activator]	-12%	55%[activator]	22%	-1%	-2%	83%[activator]	-10%	54%[activator]
COC(=O)c1cc(=O)n(Cc2ccc3c(c2)OCO3)c(=Nc2ccc(F)c(Cl)c2)s1	?	-4%	-29%	-3%	-3%	-7%	-6%	-26%	-36%
COc1ccc(NC(=O)CN2CCCN(S(=O)(=O)c3ccc(Br)cc3)CC2)c(OC)c1	?	-9%	-20%	9%	7%	2%	4%	2%	?
O=C(O)CCCC(=O)N1CCN(c2cccc(Cl)c2)CC1	18%	4%	-5%	-3%	0%	10%	22%	2%	28%
CCN(C(=O)CSc1nnnn1-c1ccccc1)c1c(N)n(Cc2ccccc2)c(=O)[nH]c1=O	13µM*	1%	-13%	0%	-7%	-2%	36%	0%	-6%
COc1ccc(S(=O)(=O)N(CC(=O)NCCc2ccccc2)c2ccc(Cl)cc2)cc1	16µM*	-6%	-21%	-1%	-6%	-11%	-8%	-15%	-3%
CC(=O)NC1(C(Cl)(Cl)Cl)Oc2ccccc2O1	14%[59 µM]	0%	-11%	0%	i	-1%	36%	8%	-6%
Cc1ccc(CNC(=O)/C=C/c2c(Cl)cccc2Cl)cc1	3%[59 µM]	1%	1%	4%	5%	3%	31%	13%	7%
COCC(C)n1c(SCC(=O)NC2CCCCC2C)nc2ccccc2c1=O (stereo not given)	.	.	-10%	0%	8%	2%	20%	66%[activator]	.
Cc1cc(C(=O)N2CCC(Cc3ccccc3)CC2)ccc1[N+](=O)[O-]	?	-9%	-25%	3%	4%	1%	3%	-5%	-20%[57.1 µM]
O=C(Cn1nc(C(=O)O)c2ccccc2c1=O)Nc1ccc(F)cc1	7%	-2%	-10%	3%	-4%	-9%	22%	-10%	-4%
O=C(c1ccco1)N1CCN(C(=O)C2c3ccccc3Oc3ccccc32)CC1	9%[59 µM]	-1%	-8%	-4%	-7%	8%	21%	-7%	2%
Cc1cc2c([nH]c3ccccc32)c2c1OC(C)(C)C=C2	?	-19%	?	?	2%	13%	-4%	24%	?
O=C(CCC(=O)Nc1ccc(Br)cc1)N/N=C/c1cc([N+](=O)[O-])ccc1O	24%	-4%	-13%	4%	0%	-4%	34%	24%	-32%
COc1cccc(N=Nc2c(N)[nH]n3c(=O)c4c(nc23)CCCC4)c1	?	-8%	-21%	1%	-6%	9%	-22%	59%[activator]	-39%
CN(C)C(CNC(=O)C1CCN(C(=O)/C=C/c2ccccc2)CC1)c1ccccc1 (stereo not given)	?	-4%	-17%	-8%	-5%	3%	5%	-15%	-1%
O=C(COC(=O)CNC(=O)c1ccccc1Cl)Nc1ccccc1Cl	-8%[0.501 µM]	.	-13%&-13%	-7%&4%	1%	21%	19%	31%[activator]	-3%
CC(/C=N/NC(=O)c1c(Br)cnn1C)=C\c1ccccc1	18%[59 µM]	-16%	-14%	3%	1%	11%	23%	20%	3%

Part of the list above, as comma-separated lines:
structure,G9a block,BLM inh,JMJD2A Tudor,Pin1 inhibitor,PGK inhibitor,GLS inhibitor,HP1b binding inh,POLI inh,BAZ2B inh
O=C(CCC(=O)Nc1ccc(Br)cc1)N/N=C/c1cc([N+](=O)[O-])ccc1O,24%,-4%,-13%,4%,0%,-4%,34%,24%,-32%
COc1cccc(N=Nc2c(N)[nH]n3c(=O)c4c(nc23)CCCC4)c1,?,-8%,-21%,1%,-6%,9%,-22%,59%[activator],-39%
CN(C)C(CNC(=O)C1CCN(C(=O)/C=C/c2ccccc2)CC1)c1ccccc1 (stereo not given),?,-4%,-17%,-8%,-5%,3%,5%,-15%,-1%

Additional records:
SMILES	G9a block	BLM inh	JMJD2A Tudor	Pin1 inhibitor	PGK inhibitor	GLS inhibitor	HP1b binding inh	POLI inh	BAZ2B inh
Cc1cc(-c2nnc(-c3ccccc3)c(-c3ccccc3)n2)c(C)o1	16µM*	-6%	?	23%	-9%	12%	-20%	8%	?
CCOC(=O)C1=C(C)N(C[C@@H]2CC[C@@H](Cc3ccc(-c4ccccc4)cc3)O2)C(=O)NC1C1CC1 (stereo not given in full)	.	.	-25%	5%	-3%	-4%	4%	10%	.
CCOCCCNS(=O)(=O)c1ccc(NC(=O)Cc2c(F)cccc2Cl)cc1	-8%	5%	3%	-11%	i	3%	47%[activator]	75%[activator]	20%
Cc1ccc(NC(=O)c2sc(C)nc2C)c(C)c1	10%	-2%	-4%	0%	-8%	-4%	22%	10%	23%
Cc1ccc(S(=O)(=O)NCC(=O)NCC2COc3ccccc3O2)cc1C (stereo not given)	5%[59 µM]	.	-9%	3%	-13%	-14%	48%[activator]	25%	6%
CC(C)OCCCNC(=O)C1CCN(S(=O)(=O)c2ccc3nc4c(c(C(=O)O)c3c2)CCCCC4)CC1	16%	0%	-19%	-4%	-8%	0%	17%	35%[activator]	-8%
COc1ccc(NC(=O)CSc2nc3[nH]ncc3c(=O)[nH]2)cc1OC	45µM*	.	?	-3%	-4%	2%	34%	16%	-24%
CCOc1ccccc1NC(=O)C(NCCc1ccc(OC)cc1)c1ccccc1 (stereo not given)	.	?	24%	?	-10%	-4%	83%[activator]	3%	50µM*
Cc1cc(NC2CCCC2)n2ncc(-c3ccccc3)c2n1	392%[activator]	-7%	168%[activator]	-8%	-11%	-13%	223%[activator]	7%	99%[activator]
Cc1ccccc1NC(=O)C(=O)NCc1ccccn1	-2%[59 µM]	2%	-4%	2%	-2%	-4%	32%	31%	-4%
COc1ccc(CNC(=O)C2=CC(c3cccc(OC)c3)=NS(=O)(=O)N2C)cc1	-9%[59 µM]	-14%	?	2%	i	13%	20%	0%	-31%
O=C(Nc1cccnc1)c1ccc(Cl)c(S(=O)(=O)N2CCCCCC2)c1	21%[59 µM]	-2%	-28%	-1%	-7%	-1%	5%	35%	0%
CCN1CC(CNC(=O)c2ccc3nc(Cc4cccc(Cl)c4)oc3c2)CC1=O (stereo not given)	23%	0%	4%	3%	7%	0%	23%[57 µM]	19%	-2%
CCC(=O)N1c2ccc(S(=O)(=O)CCC(=O)NC3CCCC3)cc2CC1C (stereo not given)	-12%[0.501 µM]	-5%	0%	0%	-7%	7%	23%	15%	-10%
C/C(=N\NC(=O)C(C)Sc1ccccc1)c1ccc([N+](=O)[O-])cc1 (stereo not given)	10%	-4%	-30%	-3%	0%	2%	2%	4%	-25%
CCOC(=O)c1cc2[nH]c3ccccc3c2[n+](-c2ccc([N+](=O)[O-])cc2)c1N	-7%[59 µM]	104%[activator]	-1%	-2%	-1%	13%	14%	0%	-9%
CCN1c2ccccc2-c2nc(SCC(=O)NCc3ccc(C)cc3)ncc2S1(=O)=O	7%[59 µM]	-6%	-2%	26%	-12%	-6%	18%	2%	0%
NS(=O)(=O)c1ccc(CCNC(=O)CSc2ccccc2)cc1	8%	-1%	-4%[11.4 µM]	-1%	-11%	-12%	41%[activator]	-1%	10%
O=C1C2CCCCC2C(=O)N1c1ccc(NC2CCN(Cc3ccccc3)CC2)c([N+](=O)[O-])c1 (stereo not given)	?	3%	45µM*	0%	-1%	-6%	?	15%	40µM*
CCCN1CCN(C2CCCCC2NS(=O)(=O)c2ccc(Cl)cc2)CC1 (stereo not given)	-7%	2%	-10%	-10%	-7%	13%	30%	-18%	-4%[57.1 µM]
O=c1oc2ccccc2c(N2CCCCC2)c1[N+](=O)[O-]	?	0%	-16%	-15%	-4%	-1%	24%	17%	-3%
CSc1ccccc1NC(=O)C1=CC(c2cccs2)=NS(=O)(=O)N1C	35µM*	-5%	?	1%	i	4%	-4%	-4%	-37%
Cc1cc(C)c2nc(SCC(=O)N(C)C3CCS(=O)(=O)C3)cc(C)c2c1 (stereo not given)	45µM*	-1%	-10%	-6%	-9%	-2%	-2%	-8%	0%
CCOC(=O)C1CCN(C(=O)Nc2cccc(Cl)c2)CC1	3%[59 µM]	-1%	-15%[57.1 µM]	0%	1%	-7%	54%[activator]	4%	0%
CCS(=O)(=O)N1CCN(c2ccc(C(=O)NC34CC5CC(CC(C5)C3)C4)cc2[N+](=O)[O-])CC1	-8%	-11%	-7%	1%	-4%	9%	5%	128%[activator]	-1%
COc1ccccc1C1(CC(=O)N2CCCCC2)CCOC(C(C)C)C1 (stereo not given)	-13%[59 µM]	-3%	1%	1%	3%	-2%	1%	5%	5%
CCOc1ccc(CCNC(=O)Cn2c(-c3cccs3)cc3cc(F)ccc32)cc1OCC	0%[59 µM]	-1%	-3%	16%	-7%	3%	43%[activator]	33%[activator]	-3%
Cc1cc(Oc2ccccc2)nc(NCc2ccccc2)n1	59%[activator][12.7 µM]	-3%	-5%	-3%	18%	15%	28%	9%	6%
CCOC(=O)c1ccc(NC(=O)CN(c2ccc(C)cc2)S(=O)(=O)c2c(C)n[nH]c2C)cc1	-10%[12.7 µM]	-13%	-11%	?	0%	-5%	40%	14%	-5%
O=C(Nc1nc(-c2ccc(S(=O)(=O)N3CCCCCC3)cc2)cs1)c1cccs1	-1%[12.7 µM]	-2%	-14%	?	3%	1%	13%	4%	-6%
CCCn1c(CCc2ccccc2)nnc1SCC(=O)N1CCCC1	-33%[59 µM]	0%	-20%	1%	i	-7%	37%[activator]	-1%	-10%
CC(C)(C)C(=O)Nc1nnc2n1CCS2	-50%[59 µM]	0%	-10%	-1%	5%	-6%	15%[57 µM]	25%	-1%

Only part of the results is shown, so the mix of outcomes need not match the whole.
